AmpC no deterg = AmpC beta-lactamase inhibition without detergent; P00811; AmpC nitrocefin hydrolysis, absorbance 480 nm, 0.0001% Triton; Potency, µM (top dose mostly 57.1 µM), without a hit: at the highest dose activity change, negative = inhibition, usual class: inhibitors; actives 0.52% (n = 330,000);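 also: potency is read from the fitted curve at half-maximal effect; plate controls were no compound for no effect and no enzyme for full effect; nearly all actives have a fitted effect of over 20% in size; some results filed as inactive show a strong effect at the top dose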
Target sequence (P00811 whole entry, looked up): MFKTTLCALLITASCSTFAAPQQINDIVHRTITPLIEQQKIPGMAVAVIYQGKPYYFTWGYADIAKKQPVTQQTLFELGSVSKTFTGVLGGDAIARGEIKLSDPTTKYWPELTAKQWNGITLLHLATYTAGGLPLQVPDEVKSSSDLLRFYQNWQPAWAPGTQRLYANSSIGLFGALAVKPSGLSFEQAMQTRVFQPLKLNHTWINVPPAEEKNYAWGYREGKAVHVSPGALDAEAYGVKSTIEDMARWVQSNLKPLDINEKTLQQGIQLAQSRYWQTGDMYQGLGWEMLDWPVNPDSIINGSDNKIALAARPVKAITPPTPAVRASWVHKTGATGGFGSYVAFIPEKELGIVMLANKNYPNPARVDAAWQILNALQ
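20 mM phosphate pH 7.0 + 0.01% (detergent screen) or 0.0001% Triton X-100; 5.3 nM AmpC reagent; cpd preinc 15 min RT; nitrocefin (800 uM stock) to start; A480 q20 s × 4 min; Activity was normalised to no-enzyme and no-compound control wells.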
Cycloheximide cs = counter-screen hit for Shiga toxin inhibitors, cycloheximide; cell reporter, cycloheximide protein synthesis inhibition counterscreen; max response, %; actives 12% (n = 300,000); AID 2314; in the data active = max response mostly above about 13%, no sharp cut-off; inactive = mostly below about 14%; also: read at 38.3 µM for the half of the compounds with a filed dose; 0% is about no effect
Pf growth 48h = inhibits P. falciparum growth in the first generation, 48 h; actives 5.9% (n = 310,000); P. falciparum luciferase growth in erythrocytes, 48 h; Potency, µM (titrated, usually from 28.7 µM), for inactives: at the top dose activity change, negative = inhibition, actives largely listed as inhibitors; AID 504832; also: potency is read from the fitted curve at half-maximal effect; % is scaled to controls: 0 for no effect and ±100 for the full control effect
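Luminescence readout; reporter = integrated firefly luciferase in P. falciparum. RBC culture at 2% hematocrit, 0.1% parasitemia final, 37 C/5% CO2; decreased signal taken as growth inhibition.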
LmPK inh = inhibitors of Leishmania mexicana pyruvate kinase; purified LmPK, Kinase-Glo ATP luminescence, 1 h; actives 0.37% (n = 290,000); Potency, µM (highest dose often 57.5 µM), for inactives: top-dose activity change, negative = inhibition, usual class: inhibitors; Q27686; also: potency is read from the fitted curve at half-maximal effect; % is scaled to controls: 0 for no effect and ±100 for the full control effect
Target sequence (Q27686 whole entry, looked up): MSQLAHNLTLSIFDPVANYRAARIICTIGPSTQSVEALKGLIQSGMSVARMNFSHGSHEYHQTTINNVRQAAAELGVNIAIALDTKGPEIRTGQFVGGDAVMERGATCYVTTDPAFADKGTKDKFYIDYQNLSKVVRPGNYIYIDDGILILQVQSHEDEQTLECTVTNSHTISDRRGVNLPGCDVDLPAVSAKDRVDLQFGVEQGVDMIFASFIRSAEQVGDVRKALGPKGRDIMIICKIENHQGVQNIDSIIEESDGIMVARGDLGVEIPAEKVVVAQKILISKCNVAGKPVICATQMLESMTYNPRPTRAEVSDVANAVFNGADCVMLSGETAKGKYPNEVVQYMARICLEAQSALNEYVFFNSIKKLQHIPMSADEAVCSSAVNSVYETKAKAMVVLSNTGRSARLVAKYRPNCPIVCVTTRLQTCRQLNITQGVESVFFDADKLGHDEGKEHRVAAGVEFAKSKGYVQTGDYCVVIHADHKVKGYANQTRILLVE
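Screened at intermediate enzyme activity to detect both inhibitors and activators: LmPK at 0.1 nM, with a 0.5 nM enzyme column as activation reference. PEP 0.5 mM, ADP 0.1 mM; ATP detected by luminescence after 1 h.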
Shiga inhibitor = blocks Shiga toxin action in Vero cells. Vero cells, Shiga toxin protein synthesis inhibition reporter. inhibition, % at 38.7 µM. actives 9.2% (n = 290,000); in the data active = inhibition mostly above about 28%, no sharp cut-off; inactive = mostly below about 43%; also: 0% is about no effect
Tb PYK inh = T. brucei pyruvate kinase inhibition. Q57TT1. TbPYK enzyme, Kinase-Glo Plus ATP luminescence, 45 min. Potency, µM (series often up to 76.8 µM), without a hit: top-dose activity, negative = inhibition, actives largely listed as inhibitors. actives 0.12% (n = 410,000). AID 624173; also: potency is read from the fitted curve at half-maximal effect; % is scaled to controls: 0 for no effect and ±100 for the full control effect; nearly all actives have a fitted effect of over 50% in size
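Luminescence from Kinase-Glo Plus, added after a 45-minute room-temperature reaction, served as the end-point read-out. The enzyme and substrate were preincubated with compound before ADP (130 uM final) initiated turnover. Concentration-effect curves came from normalized qHTS data.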
Pf growth 96h = P. falciparum growth inhibition at 96 hours. P. falciparum luciferase reporter growth, 96 h. Potency, µM (doses to about 28.7 µM), for inactives: top-dose activity change, negative = inhibition, usual class: inhibitors. actives 6.9% (n = 320,000). AID 504834; also: potency is read from the fitted curve at half-maximal effect; % is scaled to controls: 0 for no effect and ±100 for the full control effect
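Compounds incubated with erythrocytes infected by luciferase-expressing P. falciparum (2% hematocrit, 0.05% parasitemia final) for 96 hours, 37 C in 5% CO2. Growth inhibition scored as decreased luciferase luminescence.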
Active calls of the source: *; i = inactive; ? = inconclusive; · = not tested or not shown; & = joins results of further samples; [ ] = remark or other dose. Unless noted, calls follow the shape of the dose curve; as a rule, active = well fitted curve in the direction sought with a large enough effect; inconclusive = small, poorly fitted or top-dose-only effect, or another doubt; inactive = no such curve, though single readings can be large; an effect the other way counts as inactive or inconclusive.

SMILES	AmpC no deterg	Cycloheximide cs	Pf growth 48h	LmPK inh	Shiga inhibitor	Tb PYK inh	Pf growth 96h
CN(C)CC#Cc1cncc(C(=O)NNC(=O)Nc2ccc(Cl)cc2)c1	30%	-2	27%	1%	-3	-5%	19%
COc1ccc(N2CCN(C(=O)Cn3cnc4c(cnn4-c4ccc(C)cc4)c3=O)CC2)cc1	-18%	13	8%	-3%	28	-2%	-6%
CCCCC[C@H](O)/C=C/[C@@H]1[C@H]2C/C(=C/CCCC(=O)O)O[C@H]2C[C@H]1O	·	·	-4%	·	·	1%	27%
CCCCn1c(=O)[nH]c(=O)c2c1nc(-c1ccc(OCC)cc1)n2CC	-22%	-4	2%	5%	18	1%	?
COCCCNC(=O)C1CCCN(C(=O)Nc2ccc(OC)cc2)C1 (stereo not drawn)	-4%	-3	10%	2%	-3	3%	-3%
COc1cc(C)nc(NS(=O)(=O)c2ccccc2)n1	-20%	-1	3%	-8%	-4	-4%	·
CCc1cccc2c(C(=O)C(F)(F)F)cn(CC(=O)NCC3CCCO3)c12 (stereo not drawn)	25%	1	10%	8%	-19	-4%	36%[activator]
Cc1ccccc1NC(=O)CSc1nnc(NC(=O)C2CC2)s1	-27%	-2	3%	-3%	-4	-8%	5%
C=CCSc1nnc(Cc2c(C)[nH]c3ccccc23)o1	-23%	1	4%	6%	3	5%	8.3µM*
CC(=O)Nc1cccc(NC(=O)CSc2nc3c(=O)n(C)c(=O)n(C)c3n2C)c1	-22%	·	2%	·	·	1%	-17%
CC(C)C(C(=O)Nc1cccnc1)N1C(=O)c2ccccc2C1=O (stereo not drawn)	-26%	1	14%	5%	-15	0%	?
COC(=O)c1[nH]c2cc(OC)c(OC)cc2c1NC(=O)CN1CCN(Cc2ccccc2)CC1	81%[activator]	0	?	7%	-15	·	?
CCOc1ccc(OCC(=O)OCc2cc(=O)n3cc(Br)ccc3n2)cc1	-20%	·	-22%	·	·	0%	-23%
Cc1[nH]c2ccc(C(=O)NCCCN3CCCCC3)cc2c1C	-9%	-2	9%	-1%	-8	0%	39%
COc1ccc(CC(=O)Nc2cccc(-c3nnc(-c4ccco4)o3)c2)cc1	-23%	6	?	-1%	13	-10%	0%
COc1ccc(S(=O)(=O)N(C)C)cc1NC(=O)CCNC(=O)c1ccccc1OC	3%	3	?	4%	-2	-3%	?
O/N=C/c1cc(Br)cs1	-15%	4	?	3%	-8	4%	?
COC(=O)c1ccccc1NC(=O)NC1CCCC1	-17%	10	-11%	6%	7	-3%	8%[5.75 µM]
COc1ccc(OCC(=O)c2c[nH]c3ccccc23)cc1	-15%	45*	0%	-1%	54*	-18%	42%[activator]
CC(=O)Nc1ccc(NC(=O)c2c(-c3ccccc3Cl)noc2C)cc1	-7%	-6	-6%	1%	-15	-6%	-17%
FC(F)(F)c1cc(-c2ccccc2)nc(NCC2CCCO2)n1 (stereo not drawn)	45%	-5	3%	1%	-17	-1%	48%[activator]
CCn1c(SCC(=O)OC)nnc1-c1ccncc1	-7%	0	6%	-4%	-9	-2%	86%[activator]
Cc1nn(-c2ccccc2)c2c1C(=O)NC(=O)C(C)(C)C2	-17%	-2	5%	-2%	-19	-9%	12%
CCN(c1cc(C)cc(C)c1)S(=O)(=O)c1nnc(NC(=O)C(C)(C)C)s1	-11%	-2	?	0%	-4	-4%	27%
NC(=S)c1cc2ccc(O)cc2oc1=O	3%	-3	-4%	?	-5	-8%	0%
O=[N+]([O-])c1cccc(C=Nc2cc3c(cc2Br)OCCO3)c1	-9%	1	5%	2%	2	3%	33%[activator]
CCn1c(=O)cc(SCC(=O)Nc2cccnc2)c2ccccc21	-5%	-1	14%	0%	-3	-1%	12µM*
Cc1cccc(-n2ncc3c2CCCC3NC(=O)Cc2c(C)noc2C)c1C (stereo not drawn)	34%	17	?	-5%	18	-5%	1%
CCOC(=O)N1CCN(c2cc(N3CCN(CC)CC3)c(F)cc2[N+](=O)[O-])CC1C (stereo not drawn)	110%[activator]	-4	?	-1%	-16	1%	?
OC1CCN(c2c3c(nc4cc(-c5cccc(F)c5)nn24)CCCC3)CC1	-4%	33*	9.3µM*	3%	81	1%	19%
COc1nc(N2CCCC2)nc(-n2nnc(C(C)=O)c2C)n1	4%	-8	-5%	2%	-5	8%	?
CO[C@@H]1[C@@H](OC(N)=O)[C@@H](O)C(Oc2ccc3c(O)c(NC(=O)c4ccc(O)c(CC=C(C)C)c4)c(=O)oc3c2C)OC1(C)C (stereo partly drawn)	-11%	·	?	·	·	2%	?
CC(=O)OC1N=C(c2ccccc2Cl)c2cc(Br)ccc2NC1=O (stereo not drawn)	11%	1	2%	3%	24	3%	20%
Cc1ccc(C(=O)OCC(=O)Nc2ncc(Cl)cc2Cl)cc1NC(=O)c1ccco1	-42%	-2	·	2%	22	-4%	15%
O=C1CC2(CCN(S(=O)(=O)c3ccccc3F)CC2)Oc2ccccc21	-20%	·	-10%	·	·	-5%	?
C=CCNC(=O)C1CCN(S(=O)(=O)c2ccc(Br)cc2)CC1	5%	7	10µM*	2%	24	-2%	·
CCN(CC)S(=O)(=O)c1cccc(NC(=O)CNc2cccc(S(=O)(=O)N3CCCC3)c2)c1	28µM*	-2	?	1%	-10	-6%	?
CCc1nn2c(=O)c(S(=O)(=O)Nc3cccc(F)c3)c(C)nc2s1	-25%	-3	26%	1%	-1	-2%&-3%	?
CCn1c(COc2ccccc2)nc2ccccc21	-10%	24*	-19%	-12%	36*	3%	484%[activator]
COc1ccccc1N1CCN(C(c2ccccn2)c2nnnn2C2CCCCC2)CC1 (stereo not drawn)	191%[activator]	-4	9.3µM*	13%	-9	1%	·
C[C@@]12C(=O)N(Cc3ccc(-c4ccccc4)cc3)CC(=O)N1[C@H](/C=C/c1ccccc1)[C@@H]1C(=O)N(c3ccccc3)C(=O)[C@@H]12	103%[activator]	-2	?	2%	-8	3%	-5%
O=C1CCC[C@@H]2CC(N3CCCCC3)C[C@@H]3CCN1[C@H]23 (stereo partly drawn)	-7%	-7	·	·	i	3%	·
COc1ccc(N2CCN(c3nc(Cl)nc(Nc4ccc(F)cc4)n3)CC2)cc1	-25%	1	-13%	1%	-6	-11%	-5%
Cc1ccccc1C(=O)N1CCC(C(=O)N(CC(C)C)c2c(N)n(CC(C)C)c(=O)[nH]c2=O)CC1	-21%	·	-22%	·	·	2%	-19%
CCC(C)NC(=O)c1ccc(C(=O)c2ccccc2)cc1 (stereo not drawn)	-8%[11.4 µM]	40*	25%	-1%	71*	-1%	-16%
Cn1cc(Cl)c(C(=O)NC2CCCCCC2)n1	-8%	14*	27%	-15%	23*	0%	·
CN(Cc1ccc(C(C)(C)C)cc1)Cc1cccc2ccccc12	·	15	?	·	7	-4%	?
Cc1cc(NC(=O)CCC(=O)N(Cc2ccco2)C2(C(=O)NC3CCCC3)CCC(C)CC2)no1 (stereo not drawn)	51%	-1	15µM*	1%	-9	6%	?
Cc1cc(C)c2nc(SCCC#N)nc(C)c2c1	13%	2	20%	-3%	28	-5%	?
CC(C)C[C@H](NP(=O)(O)O[C@@H]1O[C@@H](C)[C@H](O)[C@@H](O)[C@H]1O)C(=O)N[C@@H](Cc1c[nH]c2ccccc12)C(=O)O	-2%	·	?	·	·	-10%	109%[activator]
More records follow:
SMILES	AmpC no deterg	Cycloheximide cs	Pf growth 48h	LmPK inh	Shiga inhibitor	Tb PYK inh	Pf growth 96h
COC(=O)C1=C(C)N(Cc2cccnc2)C(=O)/C1=C\c1cccs1	68%[activator]	-3	?	3%	-16	·	51%[activator]
CCCOc1ccc(N2C(=O)CC(N3CCC(c4nc5ccccc5o4)CC3)C2=O)cc1 (stereo not drawn)	-1%[2.29 µM]	-1	-36%[5.75 µM]	-2%	-4	·	?
CCC(=O)N(C1=C(NC)C(=O)c2ccccc2C1=O)C(C)C	-10%	9	?	-2%	1	-13%	?
CCOc1cccc(C2NCc3ccccc3-n3cccc32)c1O (stereo not drawn)	-1%	2	?	0%	1	-21%	78%
CCc1c(C)nc(SC/C=C/c2ccccc2)[nH]c1=O	-25%	-2	15%	1%	0	-7%	7%
CC(=O)N1CCc2ccc(S(=O)(=O)Nc3ccccc3Cl)cc21	-19%	0	-1%	1%	-8	0%	30%[activator]
Cc1ccc(NC(=O)c2ccccc2OCc2ccc([N+](=O)[O-])cc2)nc1	-9%[2.29 µM]	2	15%	2%	2	-6%	-18%
COc1cc(OC)cc(-c2c(-c3cccs3)c3cc(-c4ccc(OC)nc4)ccc3n2C)c1	-24%	·	?	·	·	-13%	?
CC1CCc2c(C(=O)Nc3ccc(OC(F)(F)F)cc3)csc2C1 (stereo not drawn)	-41%	10	-66%	1%	5	-11%	1%
COc1ccc(C(=O)C2=NN(C(C)=O)CC2c2ccco2)cc1 (stereo not drawn)	-5%	1	8%	10%	9	2%	-22%

4 successive entries already listed, for reference:
SMILES	AmpC no deterg	Cycloheximide cs	Pf growth 48h	LmPK inh	Shiga inhibitor	Tb PYK inh	Pf growth 96h
CCC(=O)N(C1=C(NC)C(=O)c2ccccc2C1=O)C(C)C	-10%	9	?	-2%	1	-13%	?
CCOc1cccc(C2NCc3ccccc3-n3cccc32)c1O (stereo not drawn)	-1%	2	?	0%	1	-21%	78%
CCc1c(C)nc(SC/C=C/c2ccccc2)[nH]c1=O	-25%	-2	15%	1%	0	-7%	7%
CC(=O)N1CCc2ccc(S(=O)(=O)Nc3ccccc3Cl)cc21	-19%	0	-1%	1%	-8	0%	30%[activator]

(list continues)
SMILES	AmpC no deterg	Cycloheximide cs	Pf growth 48h	LmPK inh	Shiga inhibitor	Tb PYK inh	Pf growth 96h
NC(=O)/C(=N\OC(=O)c1ccco1)c1nc(-c2ccc(Br)cc2)cs1	-49%	4	26%	-2%	-1	-7%	36%[activator]
CCc1ccc(C(=O)N2CCCC2)s1	-14%	13	25%	-3%	17	3%	?
Cc1ncn(-c2ccccc2)c1-c1ccccc1	-5%	·	?	·	·	-3%	66%[activator]
CCN(CC)c1ccc2c(Cl)c(Br)c(=O)oc2c1	-10%	8	-18%	1%	-1	-1%	-15%
CCOc1cccc(C(=O)Nc2ccc3ccccc3c2)c1	-50%	21*	110%[activator]	-4%	37	1%	-55%
COc1ccccc1N1CCN(C(=O)c2cccc3c(=O)c(C)c(-c4ccccc4)oc23)CC1	208%[activator]	0	?	2%	-3	1%	?
COc1ccc(NC(=O)c2ccc(NC(=O)CN(C)CC(=O)Nc3c(C)cccc3C)cc2)cc1	39%	5	?	7%	2	11%	?
CC1(C)CC(=O)N(c2ccc(Cl)cc2Cl)C(=O)C1	-3%	-2	-10%	5%	3	5%	36%[activator]
CC(=O)Nc1cccc(-n2c(=O)n(Cc3ccccc3)c(=O)c3[nH]cnc32)c1	-5%	-3	-10%	0%	-6	-3%	-8%
Cc1ccc(/C=N\NC(=O)c2cc([N+](=O)[O-])cc([N+](=O)[O-])c2)o1	-8%	-1	42%[activator]	0%	-12	5%	24%
COC(=O)c1ccc(COc2cccc3c2CCN(Cc2cccc(C)c2)C3=O)o1	-4%	-1	?	8%	27	-21%	?

Screening data: PubChem BioAssay, National Center for Advancing Translational Sciences (NCATS)
